KB-V1 MDR tox: KB-V1 MDR subline cytotoxicity; KB-V1 MDR cells viability, CellTiter-Glo, 72 h; Potency, µM (titrated, usually from 46.1 µM), inactives show at the highest dose activity change, negative = cytotoxicity, usual class: cytotoxic; actives 3.4% (n = 400,000); AID 1347076; note: potency is the fitted concentration of half-maximal effect; % is set by controls: 0 for no effect and ±100 for the full control effect; nearly all actives have a fitted effect of over 60% in size
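KB-V1, DMEM (no phenol red) + 10% FBS; cpd pin-transferred, titration series; 72 h, 37 degrees C; CellTiter-Glo, luminescence. Data normalized, curve-fit.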
HT1080-NT tox: kills 2HG-producing HT-1080-NT fibrosarcoma cells; Potency, µM (top dose mostly 46.1 µM), inactives show at the top dose activity, negative = less viability, most hits filed as cytotoxic; actives 1.6% (n = 360,000); AID 686970; HT-1080-NT fibrosarcoma viability, CellTiter-Glo ATP luminescence, 48 h;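 note: NT is the 2HG producing partner of a matched IDH1 knockdown line; potency is the fitted concentration of half-maximal effect; 0% = DMSO-treated cells and -100% = media-only wells without cells; nearly all actives have a fitted effect of over 55% in size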
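Viability by CellTiter-Glo luminescence after 48 h compound exposure at 37C of HT-1080-NT cells (750/well, RPMI, 5% FBS). % activity scaled between DMSO wells and medium-only wells, then curve-fitted and categorized by curve class.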
SW480 rereplic: DNA re-replication induction in SW480 cells. SW480 DNA re-replication, Hoechst DNA content imaging, 48 h. Potency, µM (highest dose often 46.1 µM), without a hit: top-dose re-replication activation, most hits filed as activators. actives 1.8% (n = 340,000); note: potency is the fitted concentration of half-maximal effect; % of control where 0% means no effect; nearly all actives have a fitted effect of over 55% in size
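Per well, 250 cells were exposed to pinned compound for 48 hr. Nuclear DNA was visualised with Hoechst (40 min, 37 C) and total object intensity recorded by fluorescence scanning.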
D3 ag: D3 dopamine receptor (human) agonism; P35462; D3R DiscoveRx beta-arrestin cells, luminescence, 90 min; max activation, %; actives 0.58% (n = 410,000); AID 652048; in the data active = max activation above about 30%; note: 0% is about no effect; mostly tested at two doses, the higher about 12 µM
Target sequence (P35462 whole entry, looked up): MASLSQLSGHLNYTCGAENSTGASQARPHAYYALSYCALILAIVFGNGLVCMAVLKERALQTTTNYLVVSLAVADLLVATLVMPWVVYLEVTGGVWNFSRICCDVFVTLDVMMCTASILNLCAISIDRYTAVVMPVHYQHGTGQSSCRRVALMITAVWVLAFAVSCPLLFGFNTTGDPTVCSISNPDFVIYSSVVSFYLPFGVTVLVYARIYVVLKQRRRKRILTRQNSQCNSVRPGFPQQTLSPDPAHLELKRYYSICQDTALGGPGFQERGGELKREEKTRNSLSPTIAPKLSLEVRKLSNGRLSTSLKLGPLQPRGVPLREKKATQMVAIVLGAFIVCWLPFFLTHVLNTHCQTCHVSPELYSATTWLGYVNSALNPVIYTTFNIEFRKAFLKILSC
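Agonist-mode cell screen: cells plated at 1500/well and incubated overnight at 37 °C, then exposed to library compounds for 90 min at 37 °C. Detection reagent was added for 30–60 min at room temperature, and luminescence was read.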
IL-1B inflam inh: blocks inflammasome-driven IL-1 beta release; THP-1 LPS/ATP IL-1B secretion, AlphaLISA, 16 h; stronger effect = lower value; activity change, % at 57.5 µM; actives 4.7% (n = 360,000); in the data active = activity change below about -50%; inconclusive = mostly about -30% to -49%; note: % is set by controls: 0 for no effect and ±100 for the full control effect
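THP-1 cells pretreated 1 hr with compounds (up to 57.5 uM final), then stimulated with LPS (250 ng/mL final) plus ATP (1.25 mM final); secreted IL-1B measured by AlphaLISA after 16 hr, decreased signal indicating inhibition.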
DRD3 antagonist: blocks the human D3 dopamine receptor | P35462 | D3R cells, DiscoveRx beta-arrestin luminescence, antagonist mode; stronger effect = lower value | max response, negative = inhibition, % | actives 2.5% (n = 360,000) | AID 652054; in the data active = max response below about -50%; inconclusive = no clear call, values can overlap the other calls; note: % is set by controls: 0 for no effect and ±100 for the full control effect; mostly tested at two doses, the higher about 12 µM
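Cells plated overnight at 1500 cells/well, then exposed to library compounds with dopamine controls for 90 minutes at 37 degrees C. DiscoveRx reagent added for 30–60 minutes at room temperature; luminescence read, quantitative HTS format.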
KB-3-1 tox: KB-3-1 parental cell cytotoxicity | KB-3-1 viability, CellTiter-Glo ATP luminescence, 72 h | actives 1.4% (n = 400,000) | AID 1347075 | Potency, µM (top dose mostly 46.1 µM), without a hit: at the top dose activity change, negative = cytotoxic, actives largely listed as cytotoxic; note: potency is the fitted concentration of half-maximal effect; % is set by controls: 0 for no effect and ±100 for the full control effect; nearly all actives have a fitted effect of over 60% in size
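Viability of parental KB-3-1 cells, measured by CellTiter-Glo luminescence, followed a 72 h incubation at 37 °C with pinned compounds in phenol-red-free DMEM containing 10% FBS.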
HT1080 IDH1KD tx: HT-1080 IDH1 knockdown cell toxicity (counter line); Potency, µM (doses to about 46.1 µM), without a hit: at the highest dose activity, negative = toxicity, hits mostly cytotoxic; actives 2% (n = 360,000); HT-1080 IDH1 knockdown viability, ATP luminescence, 48 h;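 note: potency is the fitted concentration of half-maximal effect; 0% = DMSO wells and -100% = cell-free medium wells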
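Luminescent ATP read-out (CellTiter-Glo, 10 min at room temperature) after 48 h compound exposure at 37 °C gave viability of IDH1-knockdown HT-1080 cells. Activity was normalised to DMSO and cell-free wells, then fitted as concentration-response curves.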
GLP1R ag: activates the human GLP-1 receptor | HEK293 GLP-1R CRE-luciferase, luminescence, 4-6 h; cells express a hypersensitive GLP-1R form | Potency, µM (top dose mostly 45.6 µM), without a hit: top-dose activation, hits mostly activators | actives 0.007% (n = 380,000); note: potency is the fitted concentration of half-maximal effect; % of control where 0% means no effect
Target sequence (P43220 whole entry, looked up): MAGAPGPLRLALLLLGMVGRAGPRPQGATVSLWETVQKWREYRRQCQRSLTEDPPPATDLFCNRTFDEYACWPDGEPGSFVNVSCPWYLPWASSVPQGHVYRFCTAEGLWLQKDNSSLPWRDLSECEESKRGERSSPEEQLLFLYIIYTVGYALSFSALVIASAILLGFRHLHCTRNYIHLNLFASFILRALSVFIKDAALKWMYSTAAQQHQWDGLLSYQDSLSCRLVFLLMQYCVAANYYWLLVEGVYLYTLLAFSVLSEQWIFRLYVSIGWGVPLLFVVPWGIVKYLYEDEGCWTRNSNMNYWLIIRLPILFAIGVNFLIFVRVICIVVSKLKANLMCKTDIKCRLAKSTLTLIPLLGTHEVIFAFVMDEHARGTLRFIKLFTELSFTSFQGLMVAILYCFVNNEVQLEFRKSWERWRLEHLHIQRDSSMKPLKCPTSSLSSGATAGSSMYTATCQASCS
Starred values were filed as active, the others as inactive; ? = inconclusive; . = no result given; & = joins results of further samples; [ ] = remark or other dose. Unless noted, calls come from the whole dose curve; as a rule, active = well fitted curve in the direction sought with a large enough effect; inconclusive = small, poorly fitted or top-dose-only effect, or another doubt; inactive = no such curve, though single readings can be large; an effect the other way counts as inactive or inconclusive.

molecule,KB-V1 MDR tox,HT1080-NT tox,SW480 rereplic,D3 ag,IL-1B inflam inh,DRD3 antagonist,KB-3-1 tox,HT1080 IDH1KD tx,GLP1R ag
Cc1nc2ccc(Cl)cc2c(=O)n1-c1ccccc1Cl,-15%,-15%,-42%[inhibitor],-8,-11,-16,-5%,-25%,0%
CNC(=O)ON(C(=O)NC)C1N(C)C(=S)SC1(C)C (centres undefined),14%,-5%,-18%,7,8,-3,18%,0%,-10%
C[C@]12CCC3[C@@H](CCC4=CC(=O)CC[C@@]43CO)C1CCC2=O (some centres undefined),-10%,4%,16%,-1,2,-1,0%,0%,-4%
COC(=O)C(O)(c1c(C)[nH]c2ccccc12)C(F)(F)F (centres undefined),7%,-4%,2%,-12,19,0,0%,-1%,-2%
Cc1c(C)c2ccc(OCC(=O)N3CCC(C(=O)O)(c4ccccc4)CC3)c(C)c2oc1=O,?,12%,5%,13,35,38,0%,14%,-4%
CCOc1ccc(S(=O)(=O)NCc2ccc3c(c2)OCO3)cc1C,17%,3%,-55%[inhibitor],-3,0,-18,12%,1%,7%
CC(C)CCn1c(=O)c(C(=O)Nc2ccccc2S(N)(=O)=O)c(O)c2ccccc21,2.9µM*,-22%,?,-3,2,-18,3.7µM*,?,-3%
O=C1C[C@@H](c2ccc(O)cc2)Oc2cc(O)cc(O)c21,-12%,18%,-19%,-8,3,0,0%,6%,-4%
N/C(=N\[N+](=O)[O-])NCCCC(NC(=O)CNC(=O)c1ccccc1)C(=O)O (centres undefined),6%,7%,-2%,1,9,7,4%,8%,0%
CC(=NCc1cccnc1)c1c(O)n(-c2ccc(C)cc2)c(=O)[nH]c1=O,?,0%,-16%,12,0,15,9%,10%,-6%
Cc1ccc(Cn2cc(C=O)c(-c3ccc(C)cc3)n2)cc1,16µM*,7%,10%,-5,-58*,8,2%,1%,6%
Cc1ccc(OCC(=O)N2CCN(CC3CC4C=CC3C4)CC2)cc1 (centres undefined),-17%,-1%,1%,-22,11,?,5%,-5%,4%
Cc1cccc(C)c1-n1nnnc1C(c1cc2ccccc2o1)N1CCC(n2c(=O)[nH]c3ccccc32)CC1 (centres undefined),?,?,.,-8,-23,3,?,?,-1%
COc1ccc(CN2CCCC(C(=O)c3ccc(Cl)cc3)C2)c(O)c1 (centres undefined),-15%,-3%,4%,-17,7,?,-6%,-7%,6%
C=CCn1c(O)c(C(C)=NCC2CCCO2)c(=O)[nH]c1=O (centres undefined),-4%,22%,-15%,10,4,2,1%,13%,8%
CCC(C)N1C(=O)NC(=O)C2(Cc3cc(C)ccc3N(C)C2)C1=O (centres undefined),-4%,0%,-4%,2,36,-5,22%,0%,-2%
Cc1cc(C(=O)C[N+]23CCN(CC2)CC3)c(C)n1-c1ccc(Br)cc1,3%,3%,30%,-10,-26,7,-14%,10%,1%
O=C(c1cc(-c2cccnc2)nc2ccc(Cl)cc12)N1CCC2(CC1)OCCO2,-18%,-2%,-2%,0,14,-4,-12%,-12%,0%
CCCCn1nc(C)c(C(=O)O)c1Cl,5%,3%,3%,2,-1,-1,1%,-5%,-4%
CC(=O)c1cn(Cc2ccccc2C#N)c2ccccc12,1.8µM*,-8%,?,2,0,-2,?,?,2%
C[C@]12CC[C@H](O)CC1C(=O)CC1C2CC[C@@]2(C)C1CC[C@@H]2O (some centres undefined),-22%,15%,-1%,-3,8,13,4%,25%,-7%
Cc1nnc(SCc2nc3ccccc3c(=O)n2-c2ccccc2Cl)n1N,-19%,9%,-1%,5,4,13,5%,-2%,3%
O=C1NC(=O)C(Cc2ccccc2)C(=O)N1,-4%,4%,-7%,-6,8,4,-4%,-3%,0%
CN1CCCC1C(O)(c1ccccc1)c1ccccc1 (centres undefined),-27%,-2%,-1%,-13,0,?,18%,-19%,-7%
O=[N+]([O-])c1cc(F)c(N2CCCCCC2)cc1N1CCNCC1,?,-6%,-3%,-5,-8,0,-14%,3%,31%
O=C(N/N=C/c1c(O)n(CCc2ccccc2)c(=O)[nH]c1=O)c1ccncc1,-3%,5%,-31%[inhibitor],10,2,-14,?,7%,-27%
O=C(O)Cn1cc(/C=C2\C(=O)NC(=O)N(Cc3ccco3)C2=O)c2ccccc21,?,2%,?,-14,5,-64*,6%,-13%,-9%
CC1CCCC(C2(O)C(=O)Nc3ccccc32)C1=O (centres undefined),-20%,1%,?,-20,0,-2,?,-8%,-10%
CCOP(=O)(OCC)c1ccc(O)cc1,16%,-1%,-69%[inhibitor],4,6,15,2%,7%,19%
O=C(C(=O)N1CCOCC1)c1cn(Cc2ccc(F)cc2)c2ccccc12,0%,-12%,?,1,?,-11,19%,-12%,0%

Of the compounds above, three have fluorine.
molecule,KB-V1 MDR tox,HT1080-NT tox,SW480 rereplic,D3 ag,IL-1B inflam inh,DRD3 antagonist,KB-3-1 tox,HT1080 IDH1KD tx,GLP1R ag
COC(=O)C(O)(c1c(C)[nH]c2ccccc12)C(F)(F)F (centres undefined),7%,-4%,2%,-12,19,0,0%,-1%,-2%
O=[N+]([O-])c1cc(F)c(N2CCCCCC2)cc1N1CCNCC1,?,-6%,-3%,-5,-8,0,-14%,3%,31%
O=C(C(=O)N1CCOCC1)c1cn(Cc2ccc(F)cc2)c2ccccc12,0%,-12%,?,1,?,-11,19%,-12%,0%

(next part)
molecule,KB-V1 MDR tox,HT1080-NT tox,SW480 rereplic,D3 ag,IL-1B inflam inh,DRD3 antagonist,KB-3-1 tox,HT1080 IDH1KD tx,GLP1R ag
CCOC(=O)CSCCOc1ccc(C=C2C(=O)NC(=O)NC2=O)cc1OC,14%,-5%,-7%,7,-8,-1,-2%,6%,2%
Cc1cccc(N2CCN(CCc3ccccc3)CC2)c1C,?,0%,-2%,20,-15,-68*,1%,9%,-2%
COC1=CC(=O)OC(/C=C/c2ccccc2)C1 (centres undefined),-3%,-30%,-9%&0%,16,-18,-26,0%,2%,2%
C[C@H](CCC(=O)O)[C@H]1CC[C@H]2[C@@H]3C(=O)C[C@@H]4CC(=O)CC[C@]4(C)[C@H]3CC(=O)[C@]12C,-2%,27%,-21%&-8%,4&-11,-1,27,0%,9%,0%
CN(C)C1(CNC(=O)c2cc(S(=O)(=O)N3CCOCC3)c(Cl)cc2Cl)CCCCC1,?,5%,1%,-5,-7,6,16%,4%,-3%
O=C(O)C1C2c3ccccc3C(=O)C1(C(=O)O)c1ccccc12 (centres undefined),-4%,9%,-2%,5,20,8,5%,11%,-2%
O=C1CC=C2C3CC4N(CCC45c4cc(O)c(O)cc4N1C25)CC3=CCBr (centres undefined),-1%,-7%,-4%,8,-6,17,3%,6%,-6%
CCOC(=O)C(O)(c1ccc(N(C)C(=O)COc2ccccc2)cc1)C(F)(F)F (centres undefined),-18%,-7%,0%,0,0,11,15%,7%,9%
CN(N)N=Nc1nc2c([nH]1)c(=O)n(C)c(=O)n2C,37%,14%,-2%,5,4,-9,3%,14%,-5%
O=C(CN1CCCCC1)c1ccc(F)cc1,16%,2%,6%,8,11,1,13%,13%,-5%
CN(C)C(=O)Oc1ccc2c(c1)O/C(=C\c1cccc([N+](=O)[O-])c1)C2=O,13%,7%,-9%,4,7,14,14%,9%,-1%
CC(=NCCC(c1ccccc1)c1ccccc1)c1c(O)n(C)c(=O)n(C)c1=O,?,-9%,4%,2,47,15,-11%,-8%,1%
CCOC(=O)C(NS(=O)(=O)c1ccc(C)cc1)(C(F)(F)F)P(=O)(OCC(C)C)OCC(C)C (centres undefined),-5%,?,-6%,-9,-10,0,-8%,?,-1%
CC(=O)CC(c1ccc2c(c1)OCO2)c1c(O)c2ccccc2oc1=O (centres undefined),20%,15%,.,-6,-3,27,6%,15%,0%
COC(=O)c1ccc(N2CCN(C)CC2)c([N+](=O)[O-])c1,26%,2%,-4%,-1,-6,11,8%,12%,4%
CN(C)S(=O)(=O)c1cc(NC(=O)C[N+]23CCN(CC2)CC3)ccc1Cl,?,16%,-6%,-6,9,-7,0%,14%,-2%
CC1(C)OC(c2ccccc2)=C/C(=C/C=C2C(=O)NC(=O)NC2=O)O1,5%,-2%,18µM*,3,-5,-5,?,-1%,8%
CCCCN1C(=O)NC(=O)C2(Cc3cc(C)ccc3N(C)C2)C1=O (centres undefined),-13%,-2%,0%,0,9,15,8%,2%,4%
Cc1cccc(OP(=O)(NCc2ccccc2)Oc2cccc(C)c2)c1,?,-11%,?,14,-27,26,-21%,-17%,-20%
Cc1ccc(-[n+]2c(Cc3nn(-c4ccccc4)c(C)[n+]3-c3ccc(C)cc3)nn(-c3ccccc3)c2C)cc1,10%,2%,.,-3,-5,?,9%,0%,-6%
COc1ccc(NC(=O)C2Cc3c(-c4cccc(C(C)=O)c4)ccnc3O2)cc1OC (centres undefined),9.2µM*,?,.,-1,4,-20,5.2µM*,?,-6%

Some of the compounds tested; the hit share may differ from the screen's.
